ALOX12 inhib: inhibitors of human 12-lipoxygenase (ALOX12). AID 1452. actives 0.12% (n = 150,000). Potency, µM (highest dose often 57.1 µM), inactives show at the highest dose activity change, negative = inhibition, usual class: inhibitors. purified 12-hLO, xylenol orange hydroperoxide absorbance. P18054; note: potency is the fitted concentration of half-maximal effect; nearly all actives have a fitted effect of over 55% in size; many of its hits are not listed in these tables
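Hydroperoxide output read as Fe(III)-xylenol orange absorbance, 573-to-405 nm ratio, after 30 min reaction with 40 uM arachidonic acid. Enzyme: 150 nM purified human 12hLO, 15 min compound preincubation; 25 mM Hepes pH 7.0, room temperature.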
IMPase cell inh: IMPase inhibition in cells; AID 901; 120,000 tested, under 10 active; inhibition (IP1 accumulation), % at 46.1 µM; CHO-M1 cells, IP1 accumulation, HTRF TR-FRET ratio; active = well fitted curve in the direction sought with a large enough effect in the signal ratio, not every such curve was filed as active; inconclusive = small, poorly fitted or top-dose-only effect, or a change in a side signal; inactive = no such curve, though single readings can be large or run the other way; the % refers to the signal ratio;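 note: cells stimulated with carbachol in lithium chloride buffer; plate controls were DMSO basal wells for no effect and reference inhibitor wells for full effect; higher means more IMPase inhibition seen as more IP1 and lower FRET ratio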
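Cellular IMPase inhibition is scored as a rise in cytosolic IP1, detected by competitive TR-FRET between d2-labelled IP1 and a europium anti-IP1 antibody. M1-expressing CHO cells were stimulated with carbachol for 30 min at 37C, with lithium (50 mM LiCl) present in the buffer.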
PNC assembly inh: perinucleolar compartment assembly inhibition. PC3M PTB-GFP, PNC prevalence imaging, 16 h; stronger effect = lower value. activity change (PNC), negative = inhibition, % at 10 µM. actives 3.1% (n = 140,000). AID 2417;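 active = readout at or below -70, meaning at least 70% loss of cells showing the perinucleolar compartment, a nuclear body marking cancer cells; inconclusive = readout between -30 and a set limit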;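 note: plate controls were DMSO wells for no effect and camptothecin positive control wells for full effect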
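PC3M cells stably expressing PTB-GFP, 750–1000 cells/well, treated 16 h at 37 °C with compound (23 nl of library stock), in duplicate. After paraformaldehyde fixation and Hoechst stain, imaged at 20x; PNC prevalence scored by image analysis.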
ALOX15B inhib: inhibitors of human 15-lipoxygenase 2 (ALOX15B). Potency, µM (top dose mostly 57.1 µM), for inactives: at the top dose activity change, negative = inhibition, actives largely listed as inhibitors. actives 0.56% (n = 110,000). purified 15hLO-2, xylenol orange hydroperoxide absorbance. AID 881. O15296; note: potency is the fitted concentration of half-maximal effect; nearly all actives have a fitted effect of over 60% in size; many of its hits are not listed in these tables
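Purified human 15hLO-2 (50 nM) preincubated 15 min with compound, then 45 uM arachidonic acid for 90 min at RT in 25 mM Hepes pH 7.5, 0.01% Triton X-100. Hydroperoxide detected by Fe-xylenol orange; 573/405 nm absorbance ratio.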
* = called active by the depositor; ? = inconclusive; nt = no result given; & = joins results of further samples; [ ] = dose if it differs, or a comment. Unless noted, calls come from the whole dose curve; as a rule, active = well fitted curve in the direction sought with a large enough effect; inconclusive = small, poorly fitted or top-dose-only effect, or another doubt; inactive = no such curve, though single readings can be large; an effect the other way counts as inactive or inconclusive. Unless noted, % is set by controls: 0 for no effect and ±100 for the full control effect. Not all compounds are listed. The share of hits here may be higher or lower than overall.

SMILES	ALOX12 inhib	IMPase cell inh	PNC assembly inh	ALOX15B inhib
CCOC(=O)C1CCN(S(=O)(=O)c2ccc(CC)cc2)CC1	-4%	nt	23	nt
CCOC(=O)CN1C(=O)CN(c2ccc(C)cc2)C1=O	0%	-9	?	nt
CC1(C)C(C(=O)O)N2C(=O)CC2S1(=O)=O (stereo not given)	-1%[0.00818 µM]	nt	nt	-5%[0.0915 µM]
CCCn1nc(C(=O)Nc2ccc(S(=O)(=O)Nc3nccs3)cc2)c2ccccc2c1=O	6%	4	3	-14%
NCCC[C@@](N)(C(=O)O)C(F)F	-4%	-1	nt	2%
COc1ccc(CNn2c(C)nc3ccccc3c2=O)cc1	-6%	-1	?	-4%
COc1ccc2cc(CN(Cc3ccco3)Cc3nnnn3C3CCCCC3)c(=O)[nH]c2c1	?	1	4	-8%
CS(C)(=O)=NS(=O)(=O)c1ccc(Cl)cc1	-6%	9	2	13%
COC(=O)/C(=C/c1ccc2c(c1)c1ccccc1n2C)NC(=O)c1ccccc1	-2%	nt	?	nt
CCOC(=O)CCCNC(=O)CCNC(=O)c1ccc(OC(C)C)cc1	4%	8	-17	-1%
O=C1c2oc3ccccc3c(=O)c2C(c2cccnc2)N1Cc1ccco1 (stereo not given)	6%	-2	-6	0%
COc1ccc(C)cc1NC(=O)CN1CCN(c2ccccc2F)CC1	-6%	-1	2	10%
O=C(Oc1ccc2ccccc2c1Br)N1CCCCCC1	-7%	1	?	?
Cc1ccc(C(=O)COC(=O)C2CC(=O)N(c3nc(-c4ccccc4)cs3)C2)cc1 (stereo not given)	5%	-4	9	2%
CCC1(CC)N([O-])C(C)=C(c2ccccc2)[N+]1=O	-1%	-5	8	-4%
NC(=O)c1c(NC(NC(=O)c2ccco2)C(=O)c2ccc(Cl)cc2)sc2c1CCCC2 (stereo not given)	?	5	-10	-14%
Cn1c(=O)[nH]c(=O)c2c1nc(Br)n2Cc1ccccc1F	-4%	2	-7	-14%
CCN(CC)C(=O)CCSc1nnc(-c2ccncc2)o1	2%	nt	17	nt
O=C(NCc1ccccc1)C(c1ccc(F)cc1)N(Cc1cccs1)C(=O)c1cnccn1 (stereo not given)	1%	2	49	nt
Cc1cc(C)c(C)c(OCC(=O)N2CCOCC2)c1	-2%	-5	?	-2%
Clc1ccc(-c2onc3c2CCCC3)cc1	-7%	4	?	-6%
Cc1cc2c(cc1C)-c1nnc(-c3ccc4ccccc4n3)n1C(C)(C)C2	-2%	3	?	-3%
CCOC(=O)N1CCN(Cc2oc(CO)cc(=O)c2O)CC1	-30%	-5	21	3%
Cc1c(C(=O)O)oc2ccc(S(=O)(=O)N(CC(C)C)CC(C)C)cc12	-5%	2	3	-7%
CCOC(=O)c1sc(NC(=O)/C=C/c2cnn(CC)c2C)c(C(=O)OCC)c1C	-5%	-8	3	10%
CNC(=O)CC(C(=O)O)c1ccc(OCC(C)C)cc1 (stereo not given)	-1%	-6	52	1%
CCN(CC)c1ccc(C(=O)OCC(=O)NC2CCCCC2C)cc1 (stereo not given)	-6%	-6	-3	2%
O=C1OC(Cc2ccccn2)C(=O)C1=C1SCCS1 (stereo not given)	-1%	nt	7	nt
CCc1nnc(NC(=O)C(NS(=O)(=O)c2ccc3c(c2)OCCO3)C(C)C)s1 (stereo not given)	-2%	6	35	-8%
Cc1ccc(O)c(-c2cc(-c3ccccc3C)[nH]n2)c1	-21%	12	23	-13%
COc1ccc(-c2cc(C#N)nc(Oc3ccc(Cl)cc3)n2)cc1	0%	-5	?	nt
COc1ccc(C2C(C(=O)Nc3ccc4c(c3)OCCO4)c3ccccc3C(=O)N2C)cc1 (stereo not given)	6%	7	29	-8%
Cc1ccc(-n2c(=O)c3c4c(sc3n(Cc3cc(=O)n5ccccc5n3)c2=O)CCC4)cc1C	-3%	nt	25	nt
O=C1OCCN1C(=O)[C@H]1[C@H](c2ccc([N+](=O)[O-])cc2)C(c2ccccc2)=NN1c1ccc(Br)cc1	-2%[0.00818 µM]	nt	nt	-8%[0.0915 µM]
O=C(Nc1ccccc1)c1ccc(S(=O)(=O)N2CCCCC2)cc1	-1%	-4	8	nt
Cc1ccccc1S(=O)(=O)Nc1nc2ccccc2nc1N1CCc2ccccc2C1	-3%	-8	6	nt
CCSc1n[nH]c2nc3c(c(=O)n12)C1(CCCC1)Cc1ccccc1-3	5%	-6	95	-10%
CCCn1c(=O)c2ccccc2n2c(SCC(=O)NCc3cccs3)nnc12	1%	12	7	-1%
NC(=O)c1ccc([N+](=O)[O-])cc1SCc1ccccc1	-3%	-20	33	?
O=C(c1cccc(F)c1)n1nnc2ccccc21	2%	14	20	-16%

Given with two lines to a compound: part of the list above
Fields – ALOX12 inhib | IMPase cell inh | PNC assembly inh | ALOX15B inhib
> Clc1ccc(-c2onc3c2CCCC3)cc1
 : -7% | 4 | ? | -6%
> Cc1cc2c(cc1C)-c1nnc(-c3ccc4ccccc4n3)n1C(C)(C)C2
 : -2% | 3 | ? | -3%
> O=C(Oc1ccc2ccccc2c1Br)N1CCCCCC1
 : -7% | 1 | ? | ?
> O=C1c2oc3ccccc3c(=O)c2C(c2cccnc2)N1Cc1ccco1 (stereo not given)
 : 6% | -2 | -6 | 0%
> CCN(CC)c1ccc(C(=O)OCC(=O)NC2CCCCC2C)cc1 (stereo not given)
 : -6% | -6 | -3 | 2%

(cont.)
SMILES	ALOX12 inhib	IMPase cell inh	PNC assembly inh	ALOX15B inhib
COc1ccc2c(c1OC)C(=O)N(c1cccc(C)c1)C2	0%	8	-1	-1%
COc1cccc(-c2nnc(SCC(=O)N3CCCC3=O)n2-c2ccccc2)c1	-3%	4	-19	-12%
CN1CCN(S(=O)(=O)c2cccc(S(=O)(=O)c3cccc(S(=O)(=O)N4CCN(C)CC4)c3)c2)CC1	2%	1	4	2%
CCOc1ccccc1C(=O)N1CCC(n2nnc3cc(C(F)(F)F)ccc32)CC1	7%	4	-2	5%
O=C(CCS(=O)(=O)c1cccs1)N1CCN(c2ccc(F)cc2)CC1	1%	-2	49	5%
COc1ccc([N+](=O)[O-])cc1NCc1ccccc1	0%	4	?	nt
CC(C)COC(=O)CNc1n[nH]c(=S)[nH]c1=O	-5%	?	23	-5%
CC(C)(C)NC(=O)C1CCN(C(=O)c2ccc(Br)cc2)CC1	-3%	-8	-25	1%
O=C(NCc1ccc2c(c1)OCO2)c1cc(-c2ccccc2)on1	-11%	8	36	3%
CCn1c(SCC(=O)Nc2cc(C)on2)nc2c1c(=O)n(C)c(=O)n2C	-2%	-1	?	0%
Cc1cc(/C=N/NC(=O)C(O)(c2ccccc2)c2ccccc2)c(C)n1-c1ccc(C(=O)O)cc1	-9%	0	?	nt
COc1ccc(Oc2ncc3nc(-c4ccc(OC)cc4)c(=O)n(CCC#N)c3n2)cc1	1%	nt	nt	-3%
O=C(O)CSCNC(=O)CC12CC3CC(CC(C3)C1)C2	6%	8	39	10%
COc1ccc(C[C@H](C)NC[C@@H](O)c2ccc(O)c(NC=O)c2)cc1	0%	-5	nt	24%
CCOC(=O)N1CCC(NC(=O)c2cc(C(=O)NCc3cccc(Cl)c3)ccc2CO)CC1	-2%	2	5	-1%
Cc1nc2ccc(-c3nc4cc(N)ccc4o3)cc2[nH]1	1%	?	9	41%[activator]
Cc1cc2cc(CN(CCN3CCOCC3)C(=O)Nc3ccccc3F)c(=O)[nH]c2cc1C	8%	6	?	20%
CC(=O)Nc1ccc(OCC(O)CN2CCN(c3ccc(C)c(Cl)c3)CC2)cc1 (stereo not given)	-4%	6	-3	23%
O=C(NC(=S)NC1CCCCCCCCCCC1)c1cccnc1	7%	7	?	-8%
CCN(CC)C(=S)SCC(=O)c1ccc(Br)cc1	0%	nt	24	nt
O=S(=O)(c1ccccc1)N1CCC[C@@]2(CCN(c3ncccn3)C2)C1	1%	nt	nt	-1%
Cc1nn(Cc2ccc(F)cc2)c(C)c1NC(=O)c1cc(-c2ccco2)on1	-9%	3	4	-14%
C=CCNc1nc(Nc2ccc(-c3nc4ccccc4o3)cc2)nc(N2CCOCC2)n1	-8%	-8	-3	34%[activator]
Cc1nnc(SCC(=O)NNC(=O)CC#N)[nH]c1=O	-2%	3	1	nt
CCOc1ccc(OCC)c(NC(=O)c2ccc(CNc3c(N4CCOCC4)c(=O)c3=O)cc2)c1	-7%	1	?	-14%
O=C1c2cccc3c(N4CCCCC4)ccc(c23)C(=O)N1CCO	1%	4	9	-7%
COc1ccccc1OCCOc1ccc(/C=C2/C(=N)N3OC(C)=CC3=NC2=O)cc1OC	-3%	7	-11	-25%
Clc1ccc(OCc2nnc(SCCN3CCCCC3)n2Cc2ccco2)cc1	7%	8	?	30%
CC1(C(=O)O)CCC(C(=O)NCCc2ccccc2)C1(C)C (stereo not given)	-3%	-10	-15	3%
CCOC(=O)c1cc2sccc2n1CC(=O)N1CCCc2ccccc21	-8%	6	4	-6%
CCn1c(CNC(=O)c2ccc(OC)cc2)nnc1SCC(=O)c1ccccc1	3%	-4	10	0%
Cc1nc2c(-c3ccccc3)c(C)nn2c(C)c1CCC(=O)NCc1ccco1	-3%	-5	12	5%
CCn1c2ccccc2c2nnc(SCC(=O)NCc3cccs3)nc21	-4%	3	21	-5%
CC(=O)Nc1ccc(NC(=O)c2ccccc2C)cc1	7%	7	-24	-6%
CC(C)(C)C1CCC(C(=O)OCC(=O)N2CCOCC2)CC1 (stereo not given)	5%	nt	17	nt
COC(=O)c1ccc(NN=Nc2ccc(C)cc2)cc1	-3%	nt	8	nt
Cc1cc(C(=O)COC(=O)c2ccc3c(c2)NC(=O)CS3)c(C)n1CC1CCCO1 (stereo not given)	-4%	nt	0	nt
O=S(=O)(NCCc1ccccc1)c1ccc(Cl)nc1	0%	nt	47	nt
CN(c1ccc(C(=O)N2CCOCC2)cc1)S(C)(=O)=O	6%	-3	14	-2%
NC(=O)NO	1%&3%	1	nt	-3%&-2%
CC1(C)S/C(=N/N=C/c2cccs2)NC1=O	2%	4	-1	0%
O=C(COC(=O)c1ccccc1NC(=O)c1ccco1)Nc1ncc(Cl)cc1Cl	-9%	-11	?	4%
O=C(Nc1cccc(Cl)c1Cl)c1ccc(-c2ccccc2)cc1	-3%	-7	-28	-1%
COc1ccc(N2C(=O)CN=C2Nc2nc(C)cc(C)n2)cc1OC	-2%	-1	29	2%
COc1ccc(-n2c(C)cc(C(=O)CSc3nnc(-c4cccs4)o3)c2C)cc1	-12%	9	-6	-2%
O=C(COC(=O)CCCN1C(=O)c2cccc3cccc(c23)C1=O)Nc1ccc(Cl)cc1	-2%	-1	13	nt
COc1ccccc1-c1cn(S(=O)(=O)c2ccc(F)cc2)nc1N	-6%	2	14	3%
C=CCNc1sc(C(=O)C(C)(C)C)c(N)c1C#N	-1%	-4	-3	-2%
CCOCCCNS(=O)(=O)c1ccc2c(c1)CCN2C(=O)CC	0%	8	-110*	-9%
O=C(NCCN1CCCC1)C1COc2ccccc2O1 (stereo not given)	12%	5	2	6%
Cc1ccc(N(C(=O)NC2CCCCC2)C2=NCCCCC2)cc1	-2%	?	-26	nt
Cn1nnnc1SCC(=O)N1CCN(C(c2ccccc2)c2ccccc2)CC1	4%	-4	-100*	nt
COC(=O)c1ccc(CNC(=O)c2c3c(nc4ccccc24)CCN(Cc2ccccc2)C3)cc1	1%	nt	60	nt
CCSc1nnc(NC(=O)c2csc3c2CCC(C)C3)s1 (stereo not given)	2%	8	-28	-7%
CCCc1nc2ccccc2c(C(=O)OCC(=O)Nc2ccc(S(=O)(=O)N3CCOCC3)cc2)c1CC	-2%	-4	25	13%
CCc1nc2sc3c(=O)n(N)cnc3c2c2c1COC(C)(C)C2	-3%	-1	-19	nt
O/N=C(\c1ccc(Cl)cc1)c1cc2ccccc2o1	-11%	20	?	1%
